Bioassay records: PubChem, several laboratories
MEKK2 mut-MEK5: MEK5 binding signal on mutant MEKK2 PB1, primary screen, biochemical, multiplex bead flow cytometry, Alexa488-MEK5. Alexa488-MEK5 binding to MEKK2 mutant. percent response, % at 10 µM. 290,000 tested, 0.35% active. AID 1530, 2009; in the data active = percent response above about 24%, passing the limit was not always enough; also: inactives centre near 1; some results filed as inactive read as strong as hits; reference of the scale not given here
OXTR agonist: human OXTR agonists, primary screen, fluorescence, CHO-OTR cells, Fluo-8 calcium; Oxytocin receptor (Homo sapiens), P30559; Fluo-8 calcium fluorescence; normalized: DMSO 0%, oxytocin 100%; activation, % at 3 µM; 320,000 tested, 0.32% active;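 active = activation above the mean of all tested compounds plus 3 SD, cutoff set per screening run, cut at about 20% in these data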;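 also: peak over basal fluorescence ratio from a 100 s FLIPR kinetic read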
GPR7 antag: GPR7 receptor antagonists, primary screen, cell-based, fluorescence, single concentration | GPR7-expressing cells, fluorescence antagonist assay | inhibition, % at 4.4 µM | 290,000 tested, 1.1% active | AID 1861, 2009; in the data active = inhibition above about 16%, passing the limit was not always enough;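 also: cells stimulated with the agonist NPW; 0% = agonist with vehicle and 100% = vehicle without agonist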
Target sequence (P48145 whole entry, looked up): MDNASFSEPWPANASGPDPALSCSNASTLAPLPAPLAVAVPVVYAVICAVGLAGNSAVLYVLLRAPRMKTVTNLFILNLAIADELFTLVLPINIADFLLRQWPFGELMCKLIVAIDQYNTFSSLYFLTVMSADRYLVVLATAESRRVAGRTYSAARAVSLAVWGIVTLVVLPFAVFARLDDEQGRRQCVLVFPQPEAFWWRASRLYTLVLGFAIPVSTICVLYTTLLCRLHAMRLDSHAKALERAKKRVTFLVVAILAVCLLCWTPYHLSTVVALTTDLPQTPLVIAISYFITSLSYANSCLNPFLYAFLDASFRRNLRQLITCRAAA
OXTR potentiator: human OXTR potentiators, primary screen, fluorescence, CHO-OTR cells, Fluo-8 calcium; Oxytocin receptor (Homo sapiens), P30559; Fluo-8 calcium fluorescence, potentiator mode; 0% = oxytocin EC15, 100% = EC100; activation, % at 3 µM; 320,000 tested, 0.061% active; AID 2445, 2010;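 active = activation above that plate's cutoff, the mean activation of tested compounds plus 3 SD, cut at about 6.6% in these data, passing the limit was not always enough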;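 also: 100% uses oxytocin at 75 nM as the full agonist control; some results filed as inactive read as strong as hits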
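Assay system: CHO-OTR cells, human receptor / Also added: oxytocin at about EC15, sub-maximal agonist stimulus / Dosing: single dose, 3.0 µM nominal final compound concentration / Incubation: 6 min pre-incubation, 100 s read / Technique: Fluo-8 calcium dye fluorescence / Read-out: % activation vs EC15 and EC100 oxytocin / Benchmarks: EC15 oxytocin low, 75 nM oxytocin high / Replicates: singlicate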
NALP1 yeast inh: NALP1 inflammasome inhibitors in reconstituted yeast, colorimetric, S. cerevisiae, triplicate retest; S. cerevisiae NALP1/ASC/caspase-1 growth, X-gal OD620, 72 h; inhibition, % at 10 µM; 280,000 tested, 0.61% active; AID 2071, 2009; in the data active = inhibition mostly above about 24%, no sharp cut-off; inactive = mostly below about 32%; also: some compounds called inactive have numbers as strong as hits
GalR3 antag: GalR3 antagonists in HEK293 cells, primary screen, cell-based, fluorescence readout; HEK293 GalR3-CNG cAMP membrane potential fluorescence; galR3 body fused to GalR1 C-terminus; 360,000 tested, 0.44% active; AID 651719, 2012; Galanin receptor type 3 (Homo sapiens), O60755; inhibition, % at 3 µM;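 active = inhibition above the screen-wide average plus 3 SD, cut at about 13% in these data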;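 also: forskolin and galanin both at EC90 stimulate the cells; cAMP rise reported by CNG channel membrane potential dye signal; 0% = forskolin plus galanin with DMSO and 100% = forskolin alone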
PfM18AAP inh: PfM18AAP inhibitors, malaria aminopeptidase, primary screen, biochemical, QFRET, recombinant enzyme. 290,000 tested, 1.2% active. H-Glu-NHMec fluorogenic cleavage. AID 1822, 2009. inhibition, % at 7.35 µM;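 active = inhibition above the campaign mean inhibition over all tested compounds plus 3 SD, cut at about 28% in these data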;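 also: 0% = plate median of test compound wells and 100% = 2 mM ZnCl2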
V1R ag counter: agonists of human V1a receptor, primary screen, counter-screen for OXTR agonist project, fluorescence, CHO-V1R cells | Vasopressin V1a receptor (Homo sapiens), P37288 | 320,000 tested, 0.25% active | Fluo-8 calcium fluorescence, agonist mode; 0% DMSO, 100% 3 nM vasopressin | activation, % at 3 µM;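 active = activation above the mean activation of all tested compounds plus 3 SD, per screening run, cut at about 20% in these data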;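 also: signal is peak over basal fluorescence ratio across a 100 second FLIPR read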
Target sequence (P37288 whole entry, looked up): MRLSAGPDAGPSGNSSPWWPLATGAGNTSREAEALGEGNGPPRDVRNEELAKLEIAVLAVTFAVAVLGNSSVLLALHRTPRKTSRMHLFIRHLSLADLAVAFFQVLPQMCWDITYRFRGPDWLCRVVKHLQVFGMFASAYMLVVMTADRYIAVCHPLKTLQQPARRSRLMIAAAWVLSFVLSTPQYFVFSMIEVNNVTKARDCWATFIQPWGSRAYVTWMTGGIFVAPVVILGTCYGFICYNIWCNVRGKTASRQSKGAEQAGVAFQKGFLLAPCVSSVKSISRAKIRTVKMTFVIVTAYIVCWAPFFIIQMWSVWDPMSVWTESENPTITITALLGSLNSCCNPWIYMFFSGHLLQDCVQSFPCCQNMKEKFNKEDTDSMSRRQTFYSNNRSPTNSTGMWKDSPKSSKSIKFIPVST
MEKK2wt PB1 HTS: modulators of MEK5 binding to wildtype MEKK2, primary screen, biochemical, multiplex bead flow cytometry, Alexa488-MEK5 | Alexa488-MEK5 binding to MEKK2 WT; actives lie on both sides | binding response (% of control), % at 10 µM | 290,000 tested, 1.1% active; in the data active = binding response below about 67% or above about 130%
An asterisk follows results filed as active; / = not tested or not shown.

Results follow in this order: MEKK2 mut-MEK5	OXTR agonist	GPR7 antag	OXTR potentiator	NALP1 yeast inh	GalR3 antag	PfM18AAP inh	V1R ag counter	MEKK2wt PB1 HTS
> Cc1sc2ncnc(Nc3ccccc3)c2c1C
→ 1	-1.9	-12	-4	-3	-4	8	-1.3	98
> Cc1ccc(O)c(NC(=O)CCC2CCCCC2)c1
→ 2	-2.1	-2	-15	13	0	2	-1.5	98
> Cc1ccc(SCC(=O)NC2CC3CCC(C2)N3C)cc1 (configuration not stated)
→ -5	0.2	1	0	4	5	3	2.0	96
> O=C(c1cc2cc([N+](=O)[O-])ccc2oc1=O)N1CCN(c2ncccn2)CC1
→ 7	1.7	-3	2	12	-4	-4	0.8	113
> Cc1cc(NC(=O)CSc2nccn2-c2cccc(Cl)c2)no1
→ 9	-0.4	-1	1	8	-1	0	0.5	109
> O=C(O)COc1ccccc1/C=N/Nc1ccc(S(=O)(=O)Nc2ccc(Cl)cc2)cc1[N+](=O)[O-]
→ -2	-0.6	-12	-4	1	-7	-2	-1.0	94
> CC(C)CC(=O)Nc1ccccc1N1CCN(C(=O)c2ccccc2)CC1
→ /	-2.4	-7	1	-3	-4	-5	-0.5	/
> CCN(CC)S(=O)(=O)c1ccc(C(=O)NCc2ccc(C)cc2)cc1
→ 4	2.6	13	-4	0	-5	-1	1.8	106
> Cc1cccc(CN2C(=O)CSc3ccc(C(=O)NC4CC4)cc32)c1
→ 10	-1.4	5	-8	13	-5	-6	0.1	107
> CNC(=O)c1cccnc1Nc1cccc(C(F)(F)F)c1
→ 10	-0.4	6	-7	42	-4	0	0.0	122
> COc1ccc2[nH]cc(CCNC(=O)C3CCCCC3)c2c1
→ 2	0.3	4	-16	-4	-8	-7	0.1	105
> CCOC(=O)C1=C(C)NC(=O)NC1c1cn(-c2ccccc2)nc1-c1cccs1 (configuration not stated)
→ -1	-0.8	5	-4	-4	-7	-10	-0.1	99
> CCCCCCSc1cccc(-c2nc3ccc(C)cn3c2NCc2ccccc2)c1
→ /	-1.9	/	-14	/	-6	/	-0.1	/
> O=C(CSc1nnc(-c2ccccc2)c(-c2ccccc2)n1)Nc1ccc(Br)cn1
→ -3	-0.2	18	-4	28	-3	1	0.3	96
> CC(C)n1c(=N)c(C(=O)NCCc2ccccc2)cc2c(=O)n3ccccc3nc21
→ 6	-0.8	5	-2	3	-4	-4	-0.7	102
> O=C(Nc1ccnn1C1CCN(Cc2c[nH]c3ccccc23)CC1)c1ccccc1
→ 21	0.7	12	-5	18	-1	0	0.9	135*
> CCOc1ccccc1C(=O)NCC(=O)NCC(c1ccco1)N1CCCCC1 (configuration not stated)
→ /	-1.9	/	-10	/	-3	/	0.1	/
> CCS(=O)(=O)N1CCCC(C(=O)NCCc2ccc(C)cc2)C1 (configuration not stated)
→ -1	-0.9	-2	-6	11	3	-2	0.7	95
> CC(=O)N1CCN=C1SCc1cccc(Cl)c1
→ 11	1.3	-4	-7	20	0	-10	1.0	102
> O=c1c2c(nc3n1CCS3)c1cc(F)ccc1n2Cc1cc(=O)n2cc(Cl)ccc2n1
→ 0	-0.8	10	-8	/	/	-11	0.1	107
> CC(C)Cc1nnc(NC(=O)CCC(=O)N2CCN(c3ccc(Cl)cc3)CC2)s1
→ 5	1.3	-8	-5	7	2	-2	1.9	100
> Cc1nn2c(-c3ccncc3)nnc2c2ccccc12
→ 6	-1.9	-4	-10	24	2	-7	-0.7	102
> CC1(C)NC(C(=O)O)Cc2c1[nH]c1ccccc21 (configuration not stated)
→ -62	0.1	2	-4	-5	-2	-8	-0.4	57
> CN(C)c1nc(N)c(C(=O)N=C(N)N)nc1Cl
→ 2	-0.7	/	1	/	/	/	-0.3	105
> C[C@H]1CN([C@@H](C)CO)C(=O)c2cccc(NC(=O)C3CC3)c2O[C@H]1CN(C)S(=O)(=O)c1ccccc1
→ /	1.1	/	-4	/	-6	/	0.8	/
> CCCCC(=O)Nc1ccc(C(=O)NNC(=O)c2ccccc2Br)cc1
→ -1	-0.3	-1	-5	15	/	4	0.5	97
> O=C(Cc1ccccc1Cl)NNC(=O)Nc1ccccc1
→ 3	0.4	0	-4	30	4	-2	0.6	110
> O=c1[nH]c(O)c(/C=C2\C=Nc3ccc(Br)cc32)[nH]1
→ 3	0.0	1	-4	-11	-11	5	2.2	112
> CCOC(=O)c1ccc(NNC(C)=O)c([N+](=O)[O-])c1
→ 4	-1.0	-15	-1	11	-7	-17	-0.9	107
> CSCCC(NS(=O)(=O)c1ccc(C)cc1)C(=O)NCCc1c[nH]c2ccccc12 (configuration not stated)
→ 4	-1.3	3	-9	6	/	1	1.9	98

Complete entries, quoted from the list.
O=c1[nH]c(O)c(/C=C2\C=Nc3ccc(Br)cc32)[nH]1 is listed with MEKK2 mut-MEK5 = 3; OXTR agonist = 0.0; GPR7 antag = 1; OXTR potentiator = -4; NALP1 yeast inh = -11; GalR3 antag = -11; PfM18AAP inh = 5; V1R ag counter = 2.2; MEKK2wt PB1 HTS = 112
Cc1cc(NC(=O)CSc2nccn2-c2cccc(Cl)c2)no1 is listed with MEKK2 mut-MEK5 = 9; OXTR agonist = -0.4; GPR7 antag = -1; OXTR potentiator = 1; NALP1 yeast inh = 8; GalR3 antag = -1; PfM18AAP inh = 0; V1R ag counter = 0.5; MEKK2wt PB1 HTS = 109

(more compounds)
SMILES | MEKK2 mut-MEK5 | OXTR agonist | GPR7 antag | OXTR potentiator | NALP1 yeast inh | GalR3 antag | PfM18AAP inh | V1R ag counter | MEKK2wt PB1 HTS
CCC(=O)NCCCNc1nc2c(C)cccc2cc1C#N | 0 | 0.2 | -11 | 9 | 5 | -4 | 2 | 0.5 | 101
CCCC(=O)Nc1ccc(C(=O)NNC(=S)NC(=O)c2cccs2)cc1 | -1 | -1.8 | -1 | -3 | 5 | 3 | 9 | -1.2 | 95
CCc1ccc(Nc2ccc(S(=O)(=O)N3CCOCC3)cc2[N+](=O)[O-])cc1 | 4 | 0.2 | 6 | -8 | -2 | -2 | -11 | 0.6 | 99
CCOC(=O)C(C)S(=O)(=O)c1ccc(C(F)(F)F)cn1 (configuration not stated) | 0 | 1.3 | -18 | -13 | 33 | -3 | -8 | 1.1 | 102
COc1cccc(NC(=O)CCc2nc(-c3cccs3)no2)c1 | 1 | 1.9 | 4 | -17 | 6 | / | -4 | 3.4 | 97
Cc1ccc(S(=O)(=O)n2c([N+](=O)[O-])cnc2C)c(C)c1C | -4 | 1.5 | 4 | -2 | 13 | -2 | 2 | 0.0 | 99
O=C(O)CCNC(=O)/C(=C/C=C/c1ccccc1)NC(=O)c1ccccc1 | 2 | 0.4 | -10 | -4 | 2 | 1 | 3 | -0.5 | 104
CCc1ccc(Nc2ncc3c(n2)CC(c2ccc(OC)cc2)CC3=O)cc1 (configuration not stated) | 3 | -0.6 | 2 | -10 | -11 | -7 | -2 | -0.3 | 93
O=C(NCc1ccco1)c1ccc(COc2ccccc2[N+](=O)[O-])o1 | 8 | -0.9 | -9 | 0 | 4 | 0 | 0 | 1.7 | 109
O=c1cc(-c2ccc([N+](=O)[O-])cc2)c2cc3c(cc2[nH]1)OCCO3 | -2 | 1.0 | -3 | -2 | 2 | -1 | -7 | 2.7 | 101
COc1ccc(CCN(Cc2ccccn2)C(=S)Nc2cccc(C)c2)cc1OC | -4 | -2.0 | 5 | -16 | 4 | -2 | -5 | -1.4 | 99
CC(CN1CCCC1)OC(=O)c1ccc(Br)cc1 (configuration not stated) | 5 | 0.4 | 0 | -18 | 10 | 5 | 2 | -0.7 | 109
c1ccc(OCCOc2ncnc3sccc23)cc1 | 3 | 0.8 | -6 | -4 | 10 | 0 | 1 | 0.8 | 103
CC(C)(C)c1ccc(SCCc2ccccn2)cc1 | 1 | -3.5 | -4 | -2 | 12 | 2 | -5 | 0.4 | 109
O=C1CN(S(=O)(=O)c2cc(C(F)(F)F)ccc2Cl)CCN1 | / | -1.2 | / | -2 | / | -4 | / | -0.5 | /
Cc1ccc(SCCNC(=S)Nc2ccccc2)cc1 | 0 | 0.3 | -2 | -10 | / | -2 | 8 | 2.9 | 97
O=C(Cn1cc(C(=O)c2cccs2)c2ccccc21)NCc1ccc2c(c1)OCO2 | 3 | 1.2 | -1 | -3 | 2 | / | -3 | 1.2 | 98
CN(CCc1cn[nH]c1)C(=O)C1CCC(=O)N(CC2CCCCC2)C1 (configuration not stated) | 10 | / | -10 | / | 20 | 3 | -3 | / | 104
Cc1cc(NC(=O)CSc2nc3ccsc3c(=O)n2CCCCC(=O)O)no1 | 6 | 0.4 | -8 | -11 | 2 | -6 | -4 | -0.1 | 102
O=C(CNS(=O)(=O)c1ccccc1)OCC(=O)c1cccc([N+](=O)[O-])c1 | -1 | -0.5 | -6 | -11 | 28 | -9 | 2 | 0.2 | 108
N/C(=N\OCc1ccc([N+](=O)[O-])cc1)c1ccccn1 | -1 | -1.2 | -8 | -9 | -9 | / | -4 | -0.4 | 98
O=C(C[n+]1ccccc1)N/N=C/c1ccc(F)cc1 | -1 | 1.4 | -5 | 8 | -11 | -8 | -2 | 2.0 | 100

The order is random; about 4.1% have a hit in one of these screens.
